SIRT5 block – inhibitors of human sirtuin-5 desuccinylase; Q9NXA8; Purified SirT5, succinyl-peptide AMC, trypsin-coupled fluorescence; inhibition, % at 15 µM; hit rate 1.1% among 330,000; AID 652115; in the data active = inhibition above about 15%; inconclusive = no clear call, values can overlap the other calls
Target sequence (Q9NXA8 whole entry, looked up): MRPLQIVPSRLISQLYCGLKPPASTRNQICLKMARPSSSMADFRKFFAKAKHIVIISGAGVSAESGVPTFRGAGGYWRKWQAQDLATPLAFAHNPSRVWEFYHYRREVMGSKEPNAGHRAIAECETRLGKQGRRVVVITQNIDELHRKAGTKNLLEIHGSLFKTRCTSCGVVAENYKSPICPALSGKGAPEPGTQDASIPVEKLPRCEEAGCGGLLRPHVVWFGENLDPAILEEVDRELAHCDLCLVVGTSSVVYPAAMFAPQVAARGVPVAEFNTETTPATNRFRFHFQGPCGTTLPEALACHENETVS
DENV2 CPE rescue – DENV2-induced cell death inhibition; AID 651640; hit rate 1.7% among 350,000; CPE inhibition, % at 9.99 µM; DENV2-infected cells, cytopathic effect rescue, plate reader; in the data active = CPE inhibition above about 20%, passing the limit was not always enough; inconclusive = no clear call, values can overlap the other calls; tested in BHK-21 cells;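 note: 0% = median of neutral control wells and 100% = median of positive control wells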
Casp6 inh – inhibitors of human caspase-6. P55212. purified caspase-6, Z-VEID-R110 cleavage fluorescence. inhibition, % at 12.5 µM. hit rate 0.53% among 350,000;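 active = mean inhibition across replicates at least about 35%, with every replicate also reaching that limit, limit read from the data; inconclusive = only one of the two criteria met; inactive = neither criterion met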;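 note: 0% = median of neutral control wells and 100% = no fluorescence left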
Target sequence (P55212 24-179 limits assumed): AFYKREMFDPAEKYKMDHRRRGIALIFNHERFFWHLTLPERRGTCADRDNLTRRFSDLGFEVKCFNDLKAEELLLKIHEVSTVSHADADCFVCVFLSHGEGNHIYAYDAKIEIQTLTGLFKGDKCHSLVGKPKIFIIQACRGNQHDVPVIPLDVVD
Target sequence (P55212 194-293 limits assumed): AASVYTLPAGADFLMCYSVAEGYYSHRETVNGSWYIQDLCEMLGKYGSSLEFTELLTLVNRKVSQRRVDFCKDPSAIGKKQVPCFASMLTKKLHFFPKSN
ARNT-TACC3 inh – disrupts binding between human ARNT and TACC3; Q9Y6A5; AlphaScreen His-ARNT PAS-B/GST-TACC3 binding, luminescence; TACC3 fragment carries E629A point mutation; inhibition, % at 9.99 µM; hit rate 0.66% among 390,000;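 active = mean inhibition of replicates at least 50% and at least half of replicates each reaching 50%; inconclusive = half or more replicates reach 50% but mean below 50%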;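 note: 0% = complete ARNT plus TACC3 wells and 100% = ARNT alone without TACC3; many hits fall short of the cut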
LGR2 antag – Drosophila LGR2 receptor signaling inhibition; HEK293 LGR2, CRE-luciferase, bursicon-stimulated, 4 h; inhibition, % at 9.99 µM; hit rate 0.35% among 380,000;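 active = drop in luminescence signal, shown as inhibition above about 50% in the replicate tests, limit read from the data, passing the limit was not always enough; inconclusive = probably only some replicates passing the limit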;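 note: agonist challenge used bursicon conditioned medium at about half maximal strength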
PAX8 reporter – PAX8 transcriptional activity inhibition | hit rate 1.2% among 360,000 | inhibition, % at 12.6 µM | RMG-I TPO-luciferase reporter, SteadyGlo, 24 h;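 active = mean replicate inhibition at least 60% with every replicate also reaching 60%; inconclusive = only one of the two criteria is met; inactive = mean below 60% and not all replicates reaching 60%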;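 note: luciferase light reporting Pax8 driven TPO promoter activity; plate controls were median of neutral control wells for no effect and mitoxantrone controls for full effect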
EWS-Fli block – inhibitors of EWS/Fli oncoprotein transcriptional activity. hit rate 0.67% among 350,000. inhibition, % at 12.6 µM. A673 NR0B1-luciferase reporter, viability-normalised;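 active = mean inhibition of at least 50% after viability correction, with every replicate also passing that limit; inconclusive = mean reaches 50% but only one of two replicates passes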;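 note: firefly luciferase signal divided by Alamar Blue viability fluorescence both relative to DMSO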
* marks the source's active call; other numbers are inactive results; ? = inconclusive; . = not tested or not shown.

SMILES | SIRT5 block | DENV2 CPE rescue | Casp6 inh | ARNT-TACC3 inh | LGR2 antag | PAX8 reporter | EWS-Fli block
C[C@H]1CN([C@@H](C)CO)C(=O)c2cc(NS(=O)(=O)c3cccs3)ccc2O[C@@H]1CN(C)Cc1ccc(-c2ccccc2)cc1 | 0 | -5 | 2 | 1 | 6 | -5 | 10
COc1ccc(NC(=O)Nc2ccc3c(c2)C(=O)N([C@@H](C)CO)C[C@H](C)[C@@H](CN(C)S(=O)(=O)c2ccc(F)cc2)OCCCC[C@H](C)O3)cc1 | 6 | 11 | -1 | 30 | -5 | -7 | 2
CC(=O)c1cnc2nc(SCc3ccc(C)cc3)nn2c1C | -1 | 4 | -1 | 2 | -12 | -5 | -14
Cn1cnc(CCNC(=O)C[C@@H]2CC[C@H]3[C@@H](COC[C@@H](O)CN3C(=O)Nc3ccccc3)O2)c1 | -8 | 9 | -3 | 8 | -11 | -119 | -27
O=C(Nc1ccc(Nc2ccccc2)cc1)c1ccc(F)cc1 | -4 | 4 | -1 | 18 | -25 | -25 | -52
O=C(COC(=O)C1CCN(S(=O)(=O)c2cccs2)CC1)NCc1ccccc1 | -6 | 4 | 0 | 4 | 3 | 0 | 1
Cc1cc(C)c2c(CN3CCN(Cc4ccccc4)CC3)cc(=O)oc2c1C | 4 | -1 | 1 | -1 | 18 | 4 | 1
COCC(=O)N(C)C[C@@H]1Oc2cc(-c3ccccc3F)ccc2S(=O)(=O)N([C@H](C)CO)C[C@@H]1C | -3 | 6 | 0 | -3 | 26 | -4 | -2
COc1ccccc1N1CCN(C(=O)C(=O)c2cn(CC(=O)N3CCCCCC3)c3ccccc23)CC1 | 1 | -6 | 3 | 1 | 1 | 27 | .
Cc1ccc(C)c(NC(=S)N2CCC(NC(=O)c3ccc(F)cc3)CC2)c1 | -2 | -1 | 9 | -2 | -5 | 3 | 4
CC/C(=C/c1ccccc1)c1cccc2[nH]c3c(OC)cccc3c12 | -14 | -8 | -3 | -4 | 8 | -3 | 2
O=C(COC(=O)C1CC1)NCCNC(=O)COC(=O)C1CC1 | -1 | 6 | 25 | -4 | 5 | . | -3
O=C(CCc1nnc2n(Cc3ccccc3)c(=O)c3ccccc3n12)NCCN1CCOCC1 | . | . | -3 | . | 19 | -8 | -6
Cc1ccccc1OCCC(=O)OCC(=O)Nc1c(F)cccc1F | -5 | -4 | -3 | 1 | -7 | -14 | 2
COc1ccc(C(=O)NCCS(=O)(=O)N2CCCC2)cc1 | 10 | -2 | -7 | -27 | -12 | -28 | 5
C#CCNC(=O)C1=C[C@@H](C(C)(C)C)[C@H](CCCO)[C@@H](OCC)O1 | -1 | -8 | 1 | . | . | . | -5
CC1CCCN(CCOc2cccc(Oc3ccccc3)c2)C1 (stereo not given) | -8 | 53* | -4 | 2 | 14 | 32 | 18
O/N=C/c1ccn(-c2ccc(Br)cc2)c1 | 3 | 4 | 0 | 4 | -39 | -83 | -44
COc1ccccc1S(=O)(=O)N[C@@H]1CC[C@H](CC(=O)NCc2cccc(F)c2)O[C@H]1CO | 1 | 12 | 0 | 1 | 0 | -7 | -2
CCC(C)NC(=O)c1cnc2n(c1=O)CCS2 (stereo not given) | 0 | -1 | -2 | -5 | 6 | 4 | -4
Cc1noc(C)c1NC(=O)Nc1ccc2c(c1)CC(=O)N([C@H](C)CO)C[C@H](C)[C@@H](CN(C)S(=O)(=O)c1cccs1)O2 | -2 | 16 | 1 | . | 8 | -9 | -4
O=C(Nc1ccc(F)cc1)N1C[C@H]2[C@@H](c3ccccc31)[C@H](CO)N2C(=O)c1ccncc1 | . | . | . | 4 | -10 | -7 | -14
COc1ccc(N2CCN(CC(O)COc3cc(C)ccc3C)CC2)cc1 (stereo not given) | -8 | 3 | 0 | -3 | -2 | -11 | 12
S=C(NCC1CCCCC1)Nc1ccc(Oc2ccccc2)cc1 | 1 | -2 | -4 | 8 | -1 | -13 | -6
CCOc1ccc(-c2cc(C(=O)NCc3cc(C(F)(F)F)cc(C(F)(F)F)c3)[nH]n2)c(C)c1 | . | 13 | 0 | . | 5 | 21 | -1
CC(C)Oc1ccccc1C1(c2ccccc2)NC(=O)NC1=O (stereo not given) | -6 | 2 | 2 | -5 | 11 | 2 | 9
CCN(CCn1cccn1)C(=O)C1CCC(=O)N(CC2CCCCC2)C1 (stereo not given) | -3 | 0 | -1 | 0 | -12 | -1 | .
Cc1ccc2c(cnn2C(=O)CCC(=O)NCc2cccc(Br)c2)c1 | -2 | -1 | -2 | -2 | -18 | -6 | 6
COc1ccc(-c2[nH]ncc2CN2CCCCCCC2)c(OC)c1 | -4 | 0 | . | 6 | 3 | 5 | 2
Cc1ccc(S(=O)(=O)Nc2csc(C)c2C(=O)O)cc1 | 5 | 2 | 61* | . | 8 | 7 | 15

Given as labelled records: entries from further up
COc1ccc(N2CCN(CC(O)COc3cc(C)ccc3C)CC2)cc1 (stereo not given)
  SIRT5 block = -8; DENV2 CPE rescue = 3; Casp6 inh = 0; ARNT-TACC3 inh = -3; LGR2 antag = -2; PAX8 reporter = -11; EWS-Fli block = 12

S=C(NCC1CCCCC1)Nc1ccc(Oc2ccccc2)cc1
  SIRT5 block = 1; DENV2 CPE rescue = -2; Casp6 inh = -4; ARNT-TACC3 inh = 8; LGR2 antag = -1; PAX8 reporter = -13; EWS-Fli block = -6

CCOc1ccc(-c2cc(C(=O)NCc3cc(C(F)(F)F)cc(C(F)(F)F)c3)[nH]n2)c(C)c1
  SIRT5 block = .; DENV2 CPE rescue = 13; Casp6 inh = 0; ARNT-TACC3 inh = .; LGR2 antag = 5; PAX8 reporter = 21; EWS-Fli block = -1

Next section.
SMILES | SIRT5 block | DENV2 CPE rescue | Casp6 inh | ARNT-TACC3 inh | LGR2 antag | PAX8 reporter | EWS-Fli block
CC(C)C#Cc1cnc2c(c1)C(=O)N([C@@H](C)CO)C[C@@H](C)[C@@H](CN(C)C(=O)CC1CC1)O2 | 1 | -4 | -1 | . | -16 | . | 2
O=C(COC(=O)c1ccc[n+]([O-])c1)Nc1ccc([N+](=O)[O-])cc1C(F)(F)F | -1 | -6 | 3 | -17 | 5 | 8 | 2
O=C(Nc1ccccc1F)Oc1cccc(OC(=O)Nc2ccccc2F)c1 | -4 | 4 | 1 | 2 | -11 | -10 | -65
COc1ccc(N2C(=O)C3CCCN3C2c2ccc(Cl)cc2)cc1 (stereo not given) | . | 0 | -1 | -13 | 18 | -14 | 0
CO[C@H]1CN(C)C(=O)c2cc(NC(=O)C3CCC3)ccc2OC[C@H](C)N(Cc2ccc(F)cc2)C[C@H]1C | 6 | 3 | -2 | -3 | 0 | 25 | 4
C[C@H]1CN([C@@H](C)CO)C(=O)c2cc(NC(=O)C3CCCCC3)ccc2O[C@H]1CN(C)S(=O)(=O)c1ccc(F)cc1 | 1 | 14 | 3 | -8 | 4 | . | 8
CCCCCCCNC(=O)C1(CC2CC(c3ccccc3)=NO2)CCNCC1 (stereo not given) | . | -8 | 1 | -6 | -20 | 15 | 1
Cc1ccccc1Nc1ncnc2c1cnn2C | -2 | -4 | -4 | 2 | 3 | -3 | -1
CN(C)CCCN(Cc1ccccc1)C(=S)Nc1ccc(OC(F)F)cc1 | . | . | . | -3 | -9 | 1 | .
CC(C)[C@H](C)NC(=O)N(C)C[C@H]1OCc2ccccc2-c2ccccc2C(=O)N([C@H](C)CO)C[C@@H]1C | . | 4 | 0 | -2 | 1 | -23 | 3
COCCN(CC(=O)Nc1cccc(C)c1C)C(=O)c1ccc2ccccc2n1 | -3 | -4 | -3 | -5 | -27 | -27 | -34
O=C1NC[C@@H](CCCCN2CCN(CCC3CCCCC3)C(=O)C2=O)N(CCC2CCCCC2)C1=O | 0 | -2 | 4 | . | 6 | -5 | 7
O=S(=O)(Nc1ccccc1F)c1ccc(Cl)nc1 | 1 | ? | 2 | . | 7 | -6 | -5
CCCCCCNc1nc(-c2ccc(OC)cc2)c(CCC(=O)O)s1 | -1 | 2 | 4 | -6 | . | 18 | -21
COc1ccc(CC(=O)Nc2nc(OCCN3CCCC3=O)cnc2-c2cccc(C(F)(F)F)c2)cc1 | 0 | -1 | . | . | -1 | 23 | -3
O=C(Oc1ccc([N+](=O)[O-])cc1)C1CC(=O)N(c2ccc3c(c2)OCCO3)C1 (stereo not given) | 1 | -3 | 33 | -7 | . | 4 | 3
N#CC1(NC(=O)CSc2nc3ccccc3o2)CCCCC1 | -5 | -8 | 3 | -5 | 19 | -1 | 1
Cc1ccc(C2OC34CCCCCC3C(C#N)(C(=N)O4)C2(C#N)C#N)cc1 (stereo not given) | -12 | -4 | 3 | 8 | -6 | 12 | 4
Cc1ccc(C(=O)NCC(=O)OCc2nc3ccsc3c(=O)[nH]2)cc1C | -4 | 6 | 0 | . | 11 | 6 | 0
Cc1ccc(NS(=O)(=O)c2cccc(C(=O)Nc3cc(C)on3)c2)cc1 | . | . | . | 2 | -7 | 11 | .
COc1ccc(CCNc2nc3ccccc3n3nnnc23)cc1OC | . | -8 | -1 | 2 | 3 | 3 | -56
COc1ccc(CNC(=O)C(C)c2ccc([N+](=O)[O-])cc2)cc1 (stereo not given) | -9 | 10 | 1 | . | 13 | 5 | 10
CN1C(=O)c2cc(NC(=O)c3ccc(F)c(F)c3)ccc2OC[C@@H]2O[C@H](CC(=O)N3CCCCC3)CC[C@@H]21 | 5 | -4 | 0 | 0 | 20 | -7 | 6
C[C@H](CO)N1C[C@H](C)[C@H](CN(C)C(=O)Nc2ccc(C(F)(F)F)cc2)Oc2ccc(NS(=O)(=O)c3cccs3)cc2C1=O | 9 | -9 | 0 | 0 | -5 | . | -1
CCCCN(Cc1ccco1)S(=O)(=O)c1csc(C(N)=O)c1 | -2 | 2 | -2 | -3 | 0 | 10 | -1
NC(=O)[C@H]1[C@@H]2C(=O)O[C@@H](c3ccccc3)[C@@H](c3ccccc3)N2[C@@H](c2ccc(OCCO)cc2)[C@]12C(=O)Nc1ccc(C#CC3(O)CCCCCC3)cc12 | 14 | -2 | 0 | 13 | . | -1 | 4
COc1ccccc1NC(=O)CCSc1ccc(C)cc1 | -2 | 7 | -2 | -3 | -20 | -32 | -1
COc1ccc(-c2c(-c3cc(OC)cc(OC)c3)n(C)c3ccc(-c4cccc5[nH]ccc45)cc23)cc1 | -4 | 13 | 1 | -1 | -3 | 22 | -7
Cc1ccc(NC(=O)CN(c2ccc(Cl)cc2)S(=O)(=O)c2cc([N+](=O)[O-])ccc2Cl)c(C)c1 | 0 | -2 | 0 | . | 28 | 30 | 18
CC(C)NC(=O)Nc1ccc2c(c1)C(=O)N([C@@H](C)CO)C[C@@H](C)[C@@H](CN(C)S(=O)(=O)c1cccs1)OCCCC[C@H](C)O2 | -1 | 2 | -1 | -6 | 8 | -15 | -11
O=C(C1CC1)N1CC(=O)N2[C@H](C1)[C@H](c1ccc(C#CC3CCCC3)cc1)[C@@H]2CO | -2 | -12 | 0 | . | 1 | 14 | -6
COC(=O)CN1C(=O)c2cccc3cccc1c23 | 1 | -3 | 1 | -6 | 16 | -9 | 8
CCNC(=O)C[C@H]1C=C[C@@H](NS(=O)(=O)c2ccc(C)cc2)[C@@H](CO)O1 | -2 | -3 | -4 | -11 | 6 | -5 | -8
Cn1cc(Cl)c(C(=O)NC(=S)Nc2sc3c(c2C#N)CCCCC3)n1 | -1 | 0 | -1 | 2 | -1 | -7 | 47
CSc1nccc(Oc2ccc(C#N)cc2)n1 | -2 | 0 | 24 | -4 | -7 | -11 | 1
C[C@@H]1CN([C@@H](C)CO)C(=O)c2cc(/C=C/c3ccccc3)cnc2O[C@@H]1CN(C)Cc1ccccc1 | -7 | 8 | -1 | 4 | -10 | . | 2
O=C(CN1C(=O)C2C3C=CC(C4CC34)C2C1=O)NCc1ccco1 (stereo not given) | -1 | -5 | -1 | -7 | -7 | -7 | -11
CCOC(=O)N1CCN(c2c(NCCc3ccc(OCC)c(OCC)c3)c(=O)c2=O)CC1 | -3 | -2 | -2 | 7 | 11 | . | 6
O=C(NCC(F)(F)F)[C@@H]1[C@@H](CO)[C@@H]2Cn3c(cccc3=O)[C@H]1N2C(=O)C1CCCC1 | -4 | 5 | -1 | 0 | -2 | 2 | -9
COC(=O)c1cccn(CC(=O)c2ccc(Cl)cc2Cl)c1=O | -5 | 2 | 0 | -2 | 3 | -15 | -4
Cc1nc(N2CCOCC2)nc2c1CCC2 | -2 | 1 | 0 | -9 | . | 4 | 10
